aSyn yeast inh = inhibitors of alpha-synuclein toxicity in yeast | actives 0.14% (n = 370,000) | AID 652106 | Potency, µM (highest dose often 46.1 µM), for the others: at the highest dose growth rescue (activation), hits mostly activators | Yeast expressing alpha-synuclein, growth rescue, BacTiter-Glo, 24 h; also: potency is read from the fitted curve at half-maximal effect; % of control where 0% means no effect; nearly all actives have a fitted effect of over 65% in size
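Rescue of yeast growth: cells expressing toxic alpha-synuclein, induced in galactose at OD600 0.02, incubated with compound 24 h at 30 C. ATP luminescence quantified growth; inhibitors of toxicity appear as activators.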
KB-V1 cytotox = kills drug-selected multidrug resistant KB-V1 cells; KB-V1 MDR cells viability, CellTiter-Glo, 72 h; Potency, µM (doses to about 46.1 µM), inactives show at the top dose activity change, negative = cytotoxicity, most hits filed as cytotoxic; actives 3.4% (n = 400,000); also: potency is read from the fitted curve at half-maximal effect; % is scaled to controls: 0 for no effect and ±100 for the full control effect; nearly all actives have a fitted effect of over 60% in size
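Potencies derive from concentration-effect curves fitted to normalized luminescence (CellTiter-Glo) of KB-V1 cells treated for 72 h at 37 degrees C in phenol-red-free DMEM containing 10% FBS.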
GLP1R inv ag = inverse agonists of human GLP-1 receptor; HEK293 GLP-1R CRE-luciferase, luminescence, 24 h; GLP-1R form is constitutively active; Potency, µM (top dose mostly 38.3 µM), for the others: at the top dose activity change, negative = inhibition, usual class: inhibitors; actives 1.6% (n = 410,000); also: potency is read from the fitted curve at half-maximal effect; % is scaled to controls: 0 for no effect and ±100 for the full control effect; nearly all actives have a fitted effect of over 55% in size
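GLP-1R inverse agonism mode: basal reporter luminescence in engineered HEK293 cells measured after one day of compound exposure at 37 deg C, with a 12 min room-temperature detection step.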
PTHR1 agonist = agonists of human PTHR1 parathyroid hormone receptor | HEK293 GP2 PTHR1 cells, GloSensor cAMP luminescence, 1 h | Potency, µM (series often up to 115 µM), for inactives: at the top dose activation, most hits filed as activators | actives 0.075% (n = 410,000); also: potency is read from the fitted curve at half-maximal effect; nearly all actives have a fitted effect of over 55% in size; some results filed as inactive show a strong effect at the top dose; inactives centre near -15; many of its hits are not listed in these tables
Target sequence (Q03431 whole entry, looked up): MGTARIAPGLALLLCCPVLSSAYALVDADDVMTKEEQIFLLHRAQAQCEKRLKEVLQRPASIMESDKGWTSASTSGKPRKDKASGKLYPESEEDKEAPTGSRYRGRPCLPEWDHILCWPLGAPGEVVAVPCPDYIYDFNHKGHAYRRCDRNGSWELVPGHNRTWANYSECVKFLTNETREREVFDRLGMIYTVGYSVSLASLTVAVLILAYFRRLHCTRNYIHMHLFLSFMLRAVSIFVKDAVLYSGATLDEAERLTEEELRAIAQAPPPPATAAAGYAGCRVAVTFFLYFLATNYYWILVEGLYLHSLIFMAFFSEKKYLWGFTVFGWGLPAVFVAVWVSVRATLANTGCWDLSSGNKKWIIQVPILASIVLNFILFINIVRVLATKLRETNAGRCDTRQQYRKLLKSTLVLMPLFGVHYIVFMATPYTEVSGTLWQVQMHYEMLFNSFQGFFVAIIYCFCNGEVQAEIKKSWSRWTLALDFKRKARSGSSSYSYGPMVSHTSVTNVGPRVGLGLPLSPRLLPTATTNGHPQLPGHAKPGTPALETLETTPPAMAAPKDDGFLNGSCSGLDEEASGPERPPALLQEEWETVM
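HEK-293-derived GP2 cells expressing PTHR1 and a GloSensor cAMP reporter, 3,000/well, plated overnight, given luciferin plus IBMX (each 0.5 mM as added) for 1 h at 37 °C, then compound for 1 h at 37 °C. Luminescence was read after 15 min at room temperature.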
TDP-43 yeast inh = rescues yeast growth from TDP-43 toxicity. Potency, µM (titrated, usually from 46.1 µM), for the others: at the highest dose growth rescue (activation), usual class: activators. actives 1.8% (n = 410,000). TDP-43 expressing yeast growth rescue, BacTiter-Glo, 24 h; also: potency is read from the fitted curve at half-maximal effect; % of control where 0% means no effect; nearly all actives have a fitted effect of over 50% in size
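Growth rescue of TDP-43-toxic yeast measured as ATP luminescence (BacTiter-Glo). Cells grown to mid-log in raffinose, induced in galactose at OD600=0.02, exposed to compound 24 hr at 30 deg C.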
D3 ag = activates the human D3 dopamine receptor | actives 0.58% (n = 410,000) | P35462 | max activation, % | D3R DiscoveRx beta-arrestin cells, luminescence, 90 min; in the data active = max activation above about 30%; also: 0% is about no effect; mostly tested at two doses, the higher about 12 µM
Target sequence (P35462 whole entry, looked up): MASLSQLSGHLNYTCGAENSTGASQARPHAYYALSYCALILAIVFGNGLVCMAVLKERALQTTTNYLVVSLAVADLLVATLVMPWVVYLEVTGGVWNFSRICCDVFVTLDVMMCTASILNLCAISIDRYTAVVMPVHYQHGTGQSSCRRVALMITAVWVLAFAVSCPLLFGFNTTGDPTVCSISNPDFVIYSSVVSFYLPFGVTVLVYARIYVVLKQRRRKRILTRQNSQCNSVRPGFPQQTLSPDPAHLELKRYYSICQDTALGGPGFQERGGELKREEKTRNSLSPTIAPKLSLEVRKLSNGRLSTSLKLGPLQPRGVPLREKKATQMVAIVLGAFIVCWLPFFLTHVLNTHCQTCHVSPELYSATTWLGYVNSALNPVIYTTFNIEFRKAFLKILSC
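Agonist mode: compounds and dopamine controls were applied to plated cells for 90 min at 37 degrees C after an overnight attachment at 1500 cells/well. Luminescent read-out followed 30 - 60 minutes at room temperature with DiscoveRx detection reagent.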
DRD3 antagonist = antagonists of human D3 dopamine receptor; P35462; D3R cells, DiscoveRx beta-arrestin luminescence, antagonist mode; active compounds read low; max response, negative = inhibition, %; actives 2.5% (n = 360,000); AID 652054; in the data active = max response below about -50%; inconclusive = no clear call, values can overlap the other calls; also: % is scaled to controls: 0 for no effect and ±100 for the full control effect; mostly tested at two doses, the higher about 12 µM
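Cells plated overnight at 1500 cells/well, then exposed to library compounds with dopamine controls for 90 minutes at 37 degrees C. DiscoveRx reagent added for 30–60 minutes at room temperature; luminescence read, quantitative HTS format.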
GLP1R cytotox = cytotoxic in the GLP-1 receptor inverse agonist counter-screen | HEK293 cAMP-luciferase reporter cells, luminescence, 24 h | Potency, µM (doses to about 38.3 µM), without a hit: at the highest dose activity change, negative = inhibition, usual class: inhibitors | actives 0.13% (n = 410,000);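 also: loss of luciferase light is scored as toxicity; potency is read from the fitted curve at half-maximal effect; % is scaled to controls: 0 for no effect and ±100 for the full control effect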
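Cells in DMEM/10% Nu serum/1% pen-strep, 1536-well format. Pre-incubated 12 h, dosed with 23 nL compound, incubated a further 24 h. Luciferase detection, 12 min at room temp, luminescence.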
GLP-1R agonist = agonists of human GLP-1 receptor | HEK293 GLP-1R CRE-luciferase, luminescence, 4-6 h; cells express a hypersensitive GLP-1R form | actives 0.007% (n = 380,000) | P43220 | Potency, µM (highest dose often 45.6 µM), for the others: top-dose activation, usual class: activators; also: potency is read from the fitted curve at half-maximal effect; % of control where 0% means no effect
The depositor's hits bear a star; i = inactive; ? = inconclusive; · = no result given; & = joins results of further samples; [ ] = remark or other dose. Unless noted, calls follow the shape of the dose curve; as a rule, active = well fitted curve in the direction sought with a large enough effect; inconclusive = small, poorly fitted or top-dose-only effect, or another doubt; inactive = no such curve, though single readings can be large; an effect the other way counts as inactive or inconclusive.

SMILES	aSyn yeast inh	KB-V1 cytotox	GLP1R inv ag	PTHR1 agonist	TDP-43 yeast inh	D3 ag	DRD3 antagonist	GLP1R cytotox	GLP-1R agonist
Cc1ccc(/C=C2/SC(=S)N(CCC(=O)N3CCOCC3)C2=O)cc1	9%	-15%	2%	-7%	-9%	1	17	6%	3%
CSc1nc(C)cc(Nc2cccc(C(=O)O)c2)n1	·	-5%	13%	i	29%	5	·	3%	·
COc1ccccc1Cn1cc(C(=O)c2ccc(F)cc2)c(=O)c2cc3c(cc21)OCO3	·	1%	7%	i	19%	7	·	5%	·
N#Cc1c(NC(=O)c2ccc(Cn3cc(Br)cn3)o2)sc2c1CCCCC2	11%	-26%	?	-16%[57.5 µM]	-15%	-5	-24	3%	5%
O=C(Nc1ccc(-c2ccco2)cc1)C1CCCN(Cc2ccc(CO)o2)C1 (stereo not given)	3%	25%	?	i	11%	-1	-18	-13%	6%
CCN(CC1COc2ccccc2O1)C(=O)CN1C(=O)NC(C)(c2ccccc2)C1=O (stereo not given)	0%[1.84 µM]	-1%	?	?	-8%	55*	-13	1%	7%
FC(F)Oc1ccccc1/C=N/n1cnc2ccccc21	-2%	?	?	i	-12%	2	3	8%	16%
Cc1ccc(C(=O)N/C(=C\c2ccco2)C(=O)NCc2cccnc2)cc1	-5%	26%	3%	i	10%	6	5	-4%	1%
Cc1noc(C)c1C(=O)OC(C)C(=O)N1CCc2ccccc21 (stereo not given)	2%	-18%	1%	i	1%	-6	-2	5%	1%
O=C(Cn1nc(C(F)(F)F)c2c1CCC2)NC1CCCCC1	0%	17%	-8%	i	-3%	1	-17	3%	-7%
CN1CCN(C(=O)c2ccc(COc3ccc(Cl)cc3Cl)cc2)CC1	2%	-3%	-27%	i	-7%	-22	-89*	-5%	27%
O=C(O)c1ccccc1-c1nc2cc(Cl)ccc2c(=O)n1O	-3%	12%	15%	-1%	-41%[inhibitor]	6	5	-8%	0%
COc1cc(OC)c(NC(C)C(=O)NCc2ccccc2)cc1Cl (stereo not given)	0%	?	-14%[7.66 µM]	i	-3%[9.22 µM]	0	-6	2%[7.66 µM]	1%
Cc1onc(-c2ccccc2)c1C(=O)OCC(=O)Nc1ccc(C#N)cc1	1%	-3%	?	-40%[inhibitor]	27%	7	14	-16%	-1%
CC(=O)Nc1ccc(SCCN2CC[C@@H](O)CCC2=O)cc1	3%	0%&8%	16%	-23%	13%	5	-3	0%	-3%

Arranged by molar mass (low to high): part of the list above
SMILES	aSyn yeast inh	KB-V1 cytotox	GLP1R inv ag	PTHR1 agonist	TDP-43 yeast inh	D3 ag	DRD3 antagonist	GLP1R cytotox	GLP-1R agonist
O=C(Cn1nc(C(F)(F)F)c2c1CCC2)NC1CCCCC1	0%	17%	-8%	i	-3%	1	-17	3%	-7%
Cc1ccc(C(=O)N/C(=C\c2ccco2)C(=O)NCc2cccnc2)cc1	-5%	26%	3%	i	10%	6	5	-4%	1%
CCN(CC1COc2ccccc2O1)C(=O)CN1C(=O)NC(C)(c2ccccc2)C1=O (stereo not given)	0%[1.84 µM]	-1%	?	?	-8%	55*	-13	1%	7%

An excerpt taken from the entries so far, for reference:
SMILES	aSyn yeast inh	KB-V1 cytotox	GLP1R inv ag	PTHR1 agonist	TDP-43 yeast inh	D3 ag	DRD3 antagonist	GLP1R cytotox	GLP-1R agonist
Cc1ccc(/C=C2/SC(=S)N(CCC(=O)N3CCOCC3)C2=O)cc1	9%	-15%	2%	-7%	-9%	1	17	6%	3%
CSc1nc(C)cc(Nc2cccc(C(=O)O)c2)n1	·	-5%	13%	i	29%	5	·	3%	·
COc1ccccc1Cn1cc(C(=O)c2ccc(F)cc2)c(=O)c2cc3c(cc21)OCO3	·	1%	7%	i	19%	7	·	5%	·

Other entries.
SMILES	aSyn yeast inh	KB-V1 cytotox	GLP1R inv ag	PTHR1 agonist	TDP-43 yeast inh	D3 ag	DRD3 antagonist	GLP1R cytotox	GLP-1R agonist
O=C(CN1C(=O)NC2(CCOc3ccccc32)C1=O)Nc1cccc([N+](=O)[O-])c1 (stereo not given)	-1%	0%	?	-33%[inhibitor]	2%	0	0	3%	4%
CC(=O)c1ccc(NC(=O)CSc2nc(C)cc(C)c2C(N)=O)cc1	-3%	17%	19%	-14%	-16%[9.22 µM]	1	-23	-1%	11%
COc1cccc(NC(=O)Cn2c(=O)n(Cc3ccc(F)cc3)c(=O)c3sc4ccccc4c32)c1	·	10%	-4%	-9%	-4%	-20	·	-15%	-1%
O=C(N/N=C/c1ccc(OC(=O)c2ccccc2Cl)cc1)c1cc(O)cc(O)c1	-1%	0%	?	i	-15%	-2	-26	11%	-35%[inhibitor]
CCCc1cc(C(=O)Nc2ccc(C(=O)OC)cc2)cs1	-4%	4%	0%	-27%	-19%	1	-1	-11%	10%
CC1(C)Cc2nc3sc4c(=O)n(CC(=O)NCc5ccccc5)cnc4c3cc2CO1	-2%	3.7µM*	0%	-6%[57.5 µM]	17%	14	17	-10%	-11%
COc1ccc(CNC(=O)CCn2ccc3cc(S(=O)(=O)N4CCCC4)ccc32)cc1	-9%	-16%	-16%	-2%	17%	3	-8	-18%	8%
O=C1NC(=S)NC1=Cc1ccc2c(c1)CCC2	9%	-5%	3%	-7%	-5%	-8	?	-11%	7%
COc1ccc(C)cc1NS(=O)(=O)c1ccc(Br)s1	-14%	-4%	?	-3%[57.5 µM]	?	-9	-15	8%	0%
Cc1ccccc1NC(=O)c1ccc(C)c(S(=O)(=O)Nc2cccnc2)c1	-4%	5%	5%	-9%	-13%	-7	-6	3%	-1%
CCN(CC(=O)NCCc1ccc(S(N)(=O)=O)cc1)Cc1nc2ccccc2c(=O)[nH]1	6%	2%	2%	i	8%	-4	15	6%	-7%
O=C(COC(=O)c1cncc(Br)c1)NC1CCCC1	-1%	?	13%	-6%	8%	-7	1	-1%	-4%
C/C(=C\C(=O)c1ccc(Cl)cc1Cl)N(C)C	13%	-2%	?	i	2%[0.397 µM]	-3	4	-7%	5%
Cc1c(CC(=O)NCc2ccccc2Cl)c(=O)oc2cc(O)ccc12	·	-7%	?	i	-15%	2	·	201%[activator]	·
Cn1c(NCc2ccc3occc3c2)nc2cc(-c3cccc(C(F)(F)F)c3)sc2c1=O	0%	?	-5%	-11%	13%	4	0	4%	3%

Entries of single compounds from above.
FC(F)Oc1ccccc1/C=N/n1cnc2ccccc21 is listed with aSyn yeast inh = -2%; KB-V1 cytotox = ?; GLP1R inv ag = ?; PTHR1 agonist = i; TDP-43 yeast inh = -12%; D3 ag = 2; DRD3 antagonist = 3; GLP1R cytotox = 8%; GLP-1R agonist = 16%
Cc1ccccc1NC(=O)c1ccc(C)c(S(=O)(=O)Nc2cccnc2)c1 is listed with aSyn yeast inh = -4%; KB-V1 cytotox = 5%; GLP1R inv ag = 5%; PTHR1 agonist = -9%; TDP-43 yeast inh = -13%; D3 ag = -7; DRD3 antagonist = -6; GLP1R cytotox = 3%; GLP-1R agonist = -1%

Other entries:
SMILES	aSyn yeast inh	KB-V1 cytotox	GLP1R inv ag	PTHR1 agonist	TDP-43 yeast inh	D3 ag	DRD3 antagonist	GLP1R cytotox	GLP-1R agonist
COC(=O)c1ccc(CNC(=O)COC(=O)/C=C/c2ccc(O)c(OC)c2)cc1	2%	0%	26%	-3%	19%	-2	-9	5%	1%
COc1ccccc1CNS(=O)(=O)c1c(C)nc2scc(C)n2c1=O	-4%	-17%&-11%	-1%&-1%	-24%	?	-3&2	-20	-3%&-17%	-1%
COc1cccc(NC(=O)c2ccc3c(c2)CCCC3)c1	-10%	-2%	?	-38%[inhibitor]	-1%	-6	-15	1%	11%
CC(C)OCCCNC(=O)c1cn(C)c2ccc(S(=O)(=O)N3CCCCCC3)cc2c1=O	·	-1%	10%	-17%	11%	12	·	-12%	·
O=C(Nc1nonc1-c1ccc(Cl)cc1)c1ccccc1F	·	·	-13%	i	-10%	-18	·	10%	·
Cc1ccc([N+](=O)[O-])cc1NC(=O)CNC1CCCCC1	6%	-19%	-12%	-21%	1%	-14	-4	-17%	0%
COc1cccc(NC(=O)Nc2cccnc2)c1	-1%	9%	12%	9%	4%	-3	4	-12%	-6%
O=C1C(=O)N(CCO)C(c2ccccc2[N+](=O)[O-])/C1=C(\O)c1ccccc1 (stereo not given)	3%	0%	5%	i	3%	-17	-19	16%	-1%
COc1ccccc1C(=O)Nc1ccccc1N1CCOCC1	15%	-3%	-25%	-14%[57.5 µM]	17%	4	0	-1%	4%
COc1ccc(N2CCN(CC(O)COCCOc3ccc(Br)cc3)CC2)cc1 (stereo not given)	-4%	-10%	-14%	i	0%	-2	10	-12%	-4%

Only part of the results is shown (hit frequency here may not be typical).
